NOD2-RIPK2 inh: inhibitors of human NOD2-RIPK2 interaction. O43353. CHO BLA complementation NOD2-RIPK2, CCF4 ratio. inhibition, % at 4.98 µM. 0.38% of 360,000 active. AID 624267; in the data active = inhibition above about 21%;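 also: 0% = vehicle only and 100% = reference blocker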
Target sequence (O43353 whole entry, looked up): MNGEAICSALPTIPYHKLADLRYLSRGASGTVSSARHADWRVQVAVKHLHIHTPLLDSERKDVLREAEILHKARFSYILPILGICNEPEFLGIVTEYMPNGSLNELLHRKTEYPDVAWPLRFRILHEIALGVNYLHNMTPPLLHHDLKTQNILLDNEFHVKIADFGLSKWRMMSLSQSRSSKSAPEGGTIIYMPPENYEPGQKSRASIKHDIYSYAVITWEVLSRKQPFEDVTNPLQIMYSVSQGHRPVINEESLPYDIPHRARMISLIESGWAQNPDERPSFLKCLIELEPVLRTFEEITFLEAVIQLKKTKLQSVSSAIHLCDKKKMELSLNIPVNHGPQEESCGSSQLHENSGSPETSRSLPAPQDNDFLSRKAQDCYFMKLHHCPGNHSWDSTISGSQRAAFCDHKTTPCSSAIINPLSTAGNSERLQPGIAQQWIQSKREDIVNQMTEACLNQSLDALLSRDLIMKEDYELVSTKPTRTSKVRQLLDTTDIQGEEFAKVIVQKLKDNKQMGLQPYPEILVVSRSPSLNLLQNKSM
TROY NFkB inh: TROY signaling inhibition. AID 1347056. 0.98% of 360,000 active. inhibition, % at 10 µM. Q293 LMP1-TROYcd NF-kB luciferase reporter, 4 h;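 active = compounds whose plate-normalised and pattern-corrected inhibition of the luciferase reporter signal at the single screening dose is 50% or more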
NCOA2 inhibitor: human SRC2 (NCOA2) inhibition; inhibition, % at 9 µM; Q15596; AID 651957; HEK293 GAL4-SRC2 luciferase reporter, luminescence; 0.17% of 370,000 active;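 active = inhibition above the mean inhibition of all tested compounds plus 3 SD, set per campaign, cut at about 52% in these data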;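 also: 0% = DMSO treated cells and 100% = cells given Gossypol at 36 µM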
SRC3 inh: human NCOA3 inhibition | Q9Y6Q9 | HEK293 GAL4-SRC3 luciferase reporter, luminescence | inhibition, % at 3.6 µM | 0.17% of 360,000 active;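 active = inhibition above a per-campaign cutoff, the mean of all compounds plus 3 SD, cut at about 60% in these data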;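 also: 0% = DMSO-treated cells and 100% = gossypol-treated cells at 36 µM; higher means less SRC3-driven luciferase light from the GAL4 reporter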
Granule exo inh: lytic granule exocytosis inhibition; 0.66% of 360,000 active; TALL-104 LAMP-1 surface exposure, flow cytometry; cells stimulated with thapsigargin and PMA; inhibition, % at 10 µM; AID 651702;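 active = inhibition above about 55%, limit read from the data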
NR5A2 inv ag: NR5A2 inverse agonism in reporter assay. O00482. HEK293T StAR-luciferase reporter, LRH-1 transfected, 24 h. inhibition, % at 3.6 µM. 0.13% of 360,000 active. AID 602396;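 active = inhibition above the mean inhibition of all tested compounds plus 3 SD, cut at about 73% in these data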;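 also: 0% = DMSO wells and 100% = reporter-only cells lacking LRH-1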
Target sequence (O00482 whole entry, looked up): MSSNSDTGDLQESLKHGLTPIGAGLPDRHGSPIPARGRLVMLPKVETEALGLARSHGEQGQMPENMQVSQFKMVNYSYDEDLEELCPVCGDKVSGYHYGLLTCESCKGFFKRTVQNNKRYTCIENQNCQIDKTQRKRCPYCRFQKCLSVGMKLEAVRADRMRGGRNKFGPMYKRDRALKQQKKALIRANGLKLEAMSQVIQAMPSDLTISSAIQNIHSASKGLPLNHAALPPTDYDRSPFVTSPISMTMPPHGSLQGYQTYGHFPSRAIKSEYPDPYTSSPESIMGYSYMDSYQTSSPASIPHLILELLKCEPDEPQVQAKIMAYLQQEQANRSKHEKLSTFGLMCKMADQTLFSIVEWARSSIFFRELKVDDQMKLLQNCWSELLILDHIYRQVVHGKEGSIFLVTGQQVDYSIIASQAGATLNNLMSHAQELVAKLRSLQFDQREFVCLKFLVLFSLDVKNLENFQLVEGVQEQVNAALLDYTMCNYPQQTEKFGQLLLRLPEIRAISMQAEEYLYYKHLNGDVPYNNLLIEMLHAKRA
TLR9-MyD88 block: TLR9-MyD88 interaction inhibition; Q9NR96+Q99836; CHO BLA complementation TLR9-MyD88, CCF4 FRET ratio; inhibition, % at 4.98 µM; 0.21% of 340,000 active; AID 504734;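 active = inhibition above the mean over all tested compounds plus 3 SD, cut at about 21% in these data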;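 also: 0% = DMSO only wells and 100% = clavulanate BLA inhibitor control wells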
SRC1 inh: human NCOA1 inhibition | Q15788 | HEK293 GAL4-SRC1 luciferase reporter, luminescence | inhibition, % at 3.6 µM | 0.12% of 360,000 active | AID 588354;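 active = inhibition above the campaign mean plus 3 SD, with each screening campaign given its own cutoff, cut at about 60% in these data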;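 also: 0% = DMSO treated cells and 100% = gossypol at 36 µM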
ABHD5 PLIN5 PPI: ABHD5-PLIN5 protein interaction inhibition; Q00G26+Q8WTS1; Split G. princeps luciferase complementation, luminescence, 4 h; inhibition, % at 4 µM; 0.78% of 360,000 active;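 active = inhibition above the mean inhibition across every tested compound plus 3 SD, cut at about 22% in these data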;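 also: 0% = DMSO only wells and the 100% control is not disclosed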
TWEAK Fn14 block: blocks TWEAK-Fn14 interaction in a reporter cell assay. inhibition, % at 10 µM. TWEAK-stimulated Fn14 reporter cells, luciferase luminescence, 8 h. AID 1159606. 2% of 360,000 active; in the data active = inhibition above about 50%
NR2F2 inh: blocks human COUP-TFII nuclear receptor; HEK293T NGFI-A luciferase reporter, luminescence; AID 686940; 0.7% of 370,000 active; inhibition, % at 8.6 µM;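 active = inhibition above a per-plate cutoff, mean inhibition of test wells between control levels plus 3 SD, cut at about 38% in these data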;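 also: cells cotransfected with COUP-TFII expression vector driving the NGFI-A reporter; 0% = median of COUP-TF2 test wells and 100% = reporter-only cells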
The depositor's hits bear a star; nt = not tested or not shown.

Start of the data: the first 2 entries, ahead of the listing:
SMILES	NOD2-RIPK2 inh	TROY NFkB inh	NCOA2 inhibitor	SRC3 inh	Granule exo inh	NR5A2 inv ag	TLR9-MyD88 block	SRC1 inh	ABHD5 PLIN5 PPI	TWEAK Fn14 block	NR2F2 inh
C/C(=N/NC(=O)c1ccc(Br)o1)c1cccs1	3	-37	-68	-65	1	-59	1	-84	-1	-22	-28
CC(=O)Oc1cc2c(C(=O)NCCN3CCOCC3)c(C)oc2c2ccccc12	0	-2	-20	-20	1	-8	-1	-25	7	5	-4

The whole of this part, from the first entry:
SMILES	NOD2-RIPK2 inh	TROY NFkB inh	NCOA2 inhibitor	SRC3 inh	Granule exo inh	NR5A2 inv ag	TLR9-MyD88 block	SRC1 inh	ABHD5 PLIN5 PPI	TWEAK Fn14 block	NR2F2 inh
C/C(=N/NC(=O)c1ccc(Br)o1)c1cccs1	3	-37	-68	-65	1	-59	1	-84	-1	-22	-28
CC(=O)Oc1cc2c(C(=O)NCCN3CCOCC3)c(C)oc2c2ccccc12	0	-2	-20	-20	1	-8	-1	-25	7	5	-4
O=C(COC(=O)c1ccc2c(c1)OCO2)Nc1ccccc1F	-10	-27	12	11	7	-23	14	-4	17	-15	5
CC12CCC(C(=O)Nc3nc4ccc(Br)cc4s3)(OC1=O)C2(C)C (stereo not given)	3	22	-33	-44	14	-86	-5	-48	-3	-23	-14
O=C(Nc1nccs1)C1CCN(S(=O)(=O)c2cccs2)CC1	-3	12	4	6	2	9	1	-3	1	23	11
Cc1ccccc1NC(=O)Cn1cccc1	5	7	-20	-24	4	14	-3	-6	-4	8	16
O=C(OCc1ccccc1)N1CCc2ccccc21	-6	-67	-41	-94	9	-75	-6	-82	-1	-1	-37
Cc1c(NC(=O)/C=C/C(=O)O)cccc1[N+](=O)[O-]	5	-8	-3	-18	0	-8	0	13	13	-29	17
Cn1nc(C(C)(C)C)c(NC(=O)c2ccc(F)cc2)c1C(C)(C)C	6	-4	-19	14	-4	8	-1	16	7	-22	7
CC(=O)Nc1ccc(S(=O)(=O)NCCC(=O)OCC(=O)c2cc(C)ccc2C)cc1	5	12	0	-1	-2	-4	3	-13	3	-12	1
COc1cccc(/C=N/NC(=O)c2ccc(-c3ccccc3)cc2)c1O	7	5	16	68*	59*	53	-4	45	-3	-25	12
O=C(O)/C=C/C(=O)Nc1ccc(-c2ccccc2)cc1	-15	-27	-45	-8	-1	-53	-8	-42	2	-3	-30
C/C(=N\NC(=O)c1csc2ccccc12)c1ccc(O)cc1	-9	-29	-53	-5	1	-8	-8	-23	2	-11	-5
COC(=O)c1cccc2c1-c1ccccc1/C2=N\NC(N)=O	2	-15	-34	-10	4	10	-7	-2	-3	13	-13
CC(C)CCn1c(N2CCc3ccccc3C2)nc2c1c(=O)[nH]c(=O)n2C	3	-18	-21	-15	-3	0	0	0	0	-19	0
CCCCN1C(=O)C(O)=C(C(C)=O)C1c1ccccc1 (stereo not given)	-3	-12	nt	-20	-3	-4	-16	-4	-5	-11	nt
Nc1nnc(SCCOc2ccc(Br)cc2)s1	3	-57	-5	-36	4	-37	5	-32	-3	2	-17
CCOc1ccc(NC(=O)CCNS(=O)(=O)c2ccc3c(c2)c(=O)n(C)c(=O)n3C)cc1	-2	-4	nt	13	0	2	-2	-12	0	3	nt
O=c1c(-c2ccc(Oc3ccccc3)cc2)[n+]([O-])c2ccccc2n1OCc1ccccn1	-4	-19	6	-2	-1	-13	0	-15	4	-8	-2
Cc1ccc(CNC(=O)COC(=O)c2cc(C)oc2C)cc1	1	0	0	15	0	0	-2	-12	-9	-3	-2
CCOC(=O)c1[nH]c2ccccc2c1NC(=O)c1ccc(Br)o1	-10	-5	15	-2	-3	24	-3	-1	-15	66*	7
Cc1nccn1CCN(C)Cc1cn(Cc2ccccc2)nc1-c1ccc2c(c1)OCO2	-4	-9	13	20	4	-5	-19	-14	-1	-12	4
COc1ccc(C)cc1-n1nnnc1SC/C(O)=C(\C#N)c1nc2ccccc2[nH]1	-9	3	-18	-6	0	17	-7	0	-5	12	-1
O=C(C1CC1)N1N=C(c2ccccc2)CC1(O)C(F)(F)C(F)(F)F (stereo not given)	-6	16	2	8	-4	5	-5	12	-7	-7	16
O=C(NCCSc1ccccc1)c1ccccc1F	2	-22	-65	-86	0	-141	-11	-94	-3	-9	-50
SMILES	NOD2-RIPK2 inh	TROY NFkB inh	NCOA2 inhibitor	SRC3 inh	Granule exo inh	NR5A2 inv ag	TLR9-MyD88 block	SRC1 inh	ABHD5 PLIN5 PPI	TWEAK Fn14 block	NR2F2 inh
Nc1cc(=O)[nH]c(SCC(=O)Nc2ccc(N3CCOCC3)cc2)n1	-3	-21	-31	-6	-2	36	-11	-6	4	-4	-1
COc1ccc(OC)c(N2C(N)=NC(N)=NC23CCCC3)c1	3	-3	-16	-12	3	6	4	-7	0	2	0
Cc1cc(O)c(/C=N/Nc2ccc(F)cc2)c(=O)o1	-12	-21	-15	1	0	-9	nt	-2	-7	-7	16
O=C(NNC(=O)c1ccc([N+](=O)[O-])o1)c1ccccc1	-1	0	13	-4	1	7	1	-5	6	6	-15
O=C(Cn1c(=O)oc2cc(S(=O)(=O)N3CCCC3)ccc21)NC1CCCc2ccccc21 (stereo not given)	-1	14	10	-10	-2	3	7	-10	2	21	11
CC(Sc1nc2ccccc2n1C)C(=O)NC(c1ccccc1)c1ccccc1 (stereo not given)	-2	-20	-35	10	-3	2	-1	-6	-1	-4	5
CCOC(=O)N1CCN(C(=O)CN(c2cccc(C(F)(F)F)c2)S(=O)(=O)c2ccccc2)CC1	-13	-5	-56	-1	0	28	-4	-21	13	5	-13
O=C(CSc1nnc(NC(=O)C2CC2)s1)Nc1ccccc1	1	22	-19	-17	-2	-14	2	-17	5	7	-22
O=C(CN(Cc1ccccc1F)S(=O)(=O)c1ccc(Cl)cc1)NCCCO	-8	5	2	-8	3	1	-14	-2	0	1	12
COc1ccc(/C=C2\S/C(=N/S(=O)(=O)c3cccs3)NC2=O)cc1	0	17	15	17	-2	20	-3	-3	1	-23	-14
COc1ccc(N(CC(=O)NCc2ccco2)C(=O)CCC(=O)Nc2ccccn2)cc1	7	0	7	12	7	-14	1	9	-8	1	-7
Nc1nc2ccc(C(=O)Nc3ccccc3)cc2s1	-15	-48	-59	-60	-2	-78	0	-90	11	10	-50
O=C(/C=C/c1ccccc1)NC(=S)Nc1ncccn1	-17	-6	-18	-16	12	-45	-4	-8	2	-3	-13
CC(=O)N(C)C[C@@H]1Oc2ncc(C#Cc3ccc(F)cc3)cc2C(=O)N([C@@H](C)CO)C[C@H]1C	-5	-15	4	3	-1	8	-6	8	0	9	-2
C=CCNc1nc2cc(-c3ccccc3C)sc2c(=O)n1C	-1	-34	-29	-19	0	-5	nt	-36	2	0	-25
CSc1ccccc1NC(=O)COC(=O)Cc1ccsc1	0	-12	-14	18	0	-19	-17	-5	1	9	16
COc1ccc(CNC(=O)c2cn(Cc3ccc(S(=O)(=O)N(C)C)cc3)c(=O)s2)cc1	-1	15	-15	6	17	18	nt	0	6	18	-9
O=C(C[n+]1cccc(NC(=O)c2ccccc2)c1)c1ccc(NC(=O)c2ccccc2)cc1	-9	-10	-24	9	-3	9	-11	-8	24*	-2	-6
NNS(=O)(=O)c1ccc(Sc2ccccn2)c([N+](=O)[O-])c1	12	5	-3	9	-5	9	-6	-13	0	-15	4
Cc1cc(NC(=NC2CC2)c2ccccc2)n(-c2ccccc2)n1	0	3	19	13	-1	-6	-3	8	0	6	-5
O=C(c1ccc(N2CCN(C(=O)c3ccccc3)CC2)cc1)c1cccc(F)c1	3	3	15	4	19	11	3	-21	6	22	30
COc1cc(C(=O)OCCN2CCOCC2)cc(OC)c1OC	-3	13	-9	8	2	17	3	-11	0	-14	6
Oc1c(C(c2cccs2)N2CCN(c3cccc(Cl)c3)CC2)sc2ncnn12 (stereo not given)	10	19	7	12	-5	6	10	-32	1	14	18
Cc1ccccc1NC(=S)NNC(=O)c1csc2c1CCC(C)C2 (stereo not given)	-8	80*	2	31	-1	8	4	34	-1	87*	28
COC(=O)N/N=C/c1cc(Cl)c(OCc2ccc(F)cc2)c(OC)c1	-14	14	0	22	5	11	9	8	0	-2	12
SMILES	NOD2-RIPK2 inh	TROY NFkB inh	NCOA2 inhibitor	SRC3 inh	Granule exo inh	NR5A2 inv ag	TLR9-MyD88 block	SRC1 inh	ABHD5 PLIN5 PPI	TWEAK Fn14 block	NR2F2 inh
COc1ccc(CCNc2ncnc3c2nnn3Cc2ccccc2)cc1	10	16	29	-1	3	-3	3	-13	9	-4	-18
O=C(c1ccco1)N1CCCC(c2nc3c(nnn3Cc3ccc(Cl)cc3Cl)c(=O)[nH]2)C1 (stereo not given)	1	6	-11	6	4	21	-5	-15	5	-6	3
CCOc1ccc(CCNC(=O)C2CCN(c3nnc(-n4cccc4)s3)CC2)cc1	-3	6	16	-9	12	-8	-3	6	0	-6	3
COc1cc2c(C(=O)N3CCN(c4ccccc4F)CC3)cn(C)c(=O)c2cc1OC	1	-1	16	11	1	2	-5	2	1	1	20
COCCNC(=O)/C(C#N)=C/C=C/c1ccccc1	4	6	-4	10	-2	-1	-7	-2	27*	-8	0
Cc1ccc(NC(=O)CSc2nnc(-c3ccncc3)n2C)cc1C	-3	15	-10	18	3	-19	0	-3	-2	3	1
COc1cc(NC(=O)c2ccc(S(=O)(=O)N(C)c3ccccc3OC)cc2)cc(OC)c1	5	8	-17	-4	3	3	-5	-1	2	30	18
CN(C(=O)Cn1cnc2sccc2c1=O)C1CCCCC1	6	5	-56	9	3	-28	-2	-6	-3	3	-16
O=[N+]([O-])c1ccccc1S(=O)(=O)n1nnc2ccccc21	9	-3	7	4	-2	5	4	-8	4	7	-1
COc1ccc(N2CCN(C3CCCN(C(=O)CN4CCOC4=O)C3)CC2)cc1 (stereo not given)	2	-1	-6	-5	-3	13	5	-4	0	13	7
O=C(O)c1nnn(-c2cccc(C(F)(F)F)c2)c1-c1ccccc1	7	8	11	4	1	-9	0	-11	-9	14	28
C=CC[C@H](CC(=O)NCCO)C(=O)N[C@H](COC(=O)[C@@H](CC=C)Cc1ccc(F)cc1)c1ccccc1	-1	7	3	-16	-6	-18	-13	-7	-14	1	9
O=[N+]([O-])c1ccc(N2CCN(c3ccc(F)cc3)CC2)cn1	-5	-5	-3	6	19	-7	2	-8	-5	-35	-9
O=C(CSc1ncccn1)c1ccccc1Br	-1	-48	-15	-62	-4	-22	-4	-29	-1	-9	-15
Cc1ccc(CNC(=O)CC[C@H]2O[C@@H](n3cc(C)c(=O)[nH]c3=O)C[C@@H]2O)o1	0	-5	17	-9	1	-13	nt	11	0	-6	4
O=C1CNC(=S)N1CCc1ccccc1Cl	1	0	-18	10	-4	17	-2	12	3	11	-11
CCOc1ccc(C(=O)Nc2nnc(S(=O)(=O)N(C)Cc3ccco3)s2)cc1	1	-25	9	-8	-3	-51	9	-34	18	0	-9
Cc1ccc(CNC(=O)c2ccccc2NS(=O)(=O)c2ccc(Cl)nc2)cc1	3	22	17	-19	0	3	-3	4	-6	-3	-9
COc1ccc([C@H]2C[C@H](n3cc(COC(=O)c4ccccc4)nn3)[C@@H](O)CN2Cc2cccs2)cc1	-14	1	16	-4	-7	-12	-2	8	-18	5	-11
O=C(Nc1ccccc1N1CCCCC1)c1ccc(OC(F)F)cc1	-5	-16	14	13	54	2	-2	3	0	-18	4

An excerpt; the hit share may differ from the screen's.
